Diaphorase inh: inhibits diaphorase or chemically oxidizes, flagging diaphorase assay artifacts; diaphorase resazurin-to-resorufin fluorescence, NADH, 16 min; bacterial (C. kluyveri) enzyme, not human; inhibition, % at 20 µM; 0.69% of 190,000 active; AID 1217;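 active = primary screen inhibition at 20 µM above a set limit, cut at about 50% in these data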;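 note: plate controls were DMSO with full reaction for no effect and wells lacking NADH for full effect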
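controls = No-NADH positive control and DMSO neutral control | system = Clostridium kluyveri diaphorase enzyme | timing = reaction incubation of 16 min at room temperature | signal = resorufin fluorescence 544/590 nm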
Diaph act CS: diaphorase activation or chemical reduction counter-screen; AID 1229; Diaphorase/resazurin coupled assay, resorufin fluorescence, 16 min; active compounds read high; 1 = vehicle wells, 0 = NADH-free wells; 0.005% of 190,000 active; activation factor at 20 µM;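 active = diaphorase activity raised at least twofold by the compound at 20 µM; inactive = activation factor below 2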
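Material: purified diaphorase enzyme from Clostridium kluyveri; Also added: 0.114 mM NADH and 0.1 mM resazurin, final amounts; Doses: single compound dose of 20 µM, 1% DMSO final; Times: 16 min enzyme reaction, ambient temperature; Detection: resorufin fluorescence, excitation 544 nm, emission 590 nm; Measure: increased resorufin signal from activators or reducing compounds.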
STAT3 act: increases IL-6 driven STAT3 reporter signal; 0.91% of 190,000 active; U3A cells, IL-6 STAT3-luciferase reporter, luminescence; 100% = signal with IL-6 EC80 alone; AID 871; activation (% of control), % at 5.6 µM;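 active = activation above the screen-wide mean of compound activation plus 3 SD, cut at about 130% in these data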;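 note: 0% = background luminescence of wells with medium and substrate only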
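Material: human STAT1-deficient U3A cells with stable STAT3-luciferase reporter / Probe or stimulus: IL-6 stimulus at 33 ng/mL final / Schedule: 1 h compound pre-exposure, 6 h IL-6 stimulation, 37 °C / Technique: luminescence / Read-out basis: percent of IL-6-only median luminescence / Control set: IL-6-only high control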
Hsp70 act: Hsp70 transcriptional activation, primary screen; HeLa Hsp70 promoter luciferase reporter, luminescence; scaled: vehicle 0, proteasome-inhibitor control 100%; activation, % at 10 µM; 0.04% of 200,000 active; AID 1203;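 active = activation above the mean across all tested compounds plus 3 SD, cutoff set per campaign, cut at about 5.5% in these data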;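 note: 100% = MG132 at 30 µM as the positive control and 0% = DMSO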
TLR4-MyD88 BLA: blocks binding of human TLR4 to MyD88; inhibition, % at 8.4 µM; HeLa CL3-4 TLR4/MyD88 BLA complementation, FRET ratio; O00206+Q99836; 0.18% of 200,000 active; in the data active = inhibition above about 25%;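 note: 0% = vehicle and 100% = reference inhibitor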
Target sequence (O00206 whole entry, looked up): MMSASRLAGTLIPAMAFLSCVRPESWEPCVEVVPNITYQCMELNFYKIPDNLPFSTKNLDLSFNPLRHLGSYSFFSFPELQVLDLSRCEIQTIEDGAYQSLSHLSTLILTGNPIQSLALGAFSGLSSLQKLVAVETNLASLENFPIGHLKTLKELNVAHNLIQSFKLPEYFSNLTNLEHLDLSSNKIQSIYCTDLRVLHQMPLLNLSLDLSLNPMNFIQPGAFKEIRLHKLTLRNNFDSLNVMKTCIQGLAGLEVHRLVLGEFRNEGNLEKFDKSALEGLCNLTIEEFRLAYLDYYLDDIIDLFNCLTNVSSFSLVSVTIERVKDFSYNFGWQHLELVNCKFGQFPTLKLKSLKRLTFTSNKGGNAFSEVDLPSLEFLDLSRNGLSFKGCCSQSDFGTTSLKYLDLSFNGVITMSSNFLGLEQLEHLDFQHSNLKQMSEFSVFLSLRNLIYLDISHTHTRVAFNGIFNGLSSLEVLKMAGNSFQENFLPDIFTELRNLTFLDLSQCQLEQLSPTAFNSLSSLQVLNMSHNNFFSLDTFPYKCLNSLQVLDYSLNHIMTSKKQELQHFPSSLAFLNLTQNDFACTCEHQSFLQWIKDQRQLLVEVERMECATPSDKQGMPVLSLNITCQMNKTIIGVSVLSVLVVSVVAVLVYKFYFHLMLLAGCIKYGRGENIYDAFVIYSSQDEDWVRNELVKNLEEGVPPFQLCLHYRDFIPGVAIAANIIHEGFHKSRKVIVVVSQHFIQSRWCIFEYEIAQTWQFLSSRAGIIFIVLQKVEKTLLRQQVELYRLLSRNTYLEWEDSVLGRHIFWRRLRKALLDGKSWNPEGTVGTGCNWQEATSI
Target sequence (Q99836 whole entry, looked up): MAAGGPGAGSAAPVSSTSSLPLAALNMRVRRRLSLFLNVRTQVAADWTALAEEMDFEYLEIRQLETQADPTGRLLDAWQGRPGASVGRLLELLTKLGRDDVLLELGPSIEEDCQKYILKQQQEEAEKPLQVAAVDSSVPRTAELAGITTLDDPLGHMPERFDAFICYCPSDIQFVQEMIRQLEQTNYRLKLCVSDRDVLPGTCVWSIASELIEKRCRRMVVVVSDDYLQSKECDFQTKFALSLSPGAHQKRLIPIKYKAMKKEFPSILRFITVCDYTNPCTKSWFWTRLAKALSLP
STAT3 blocker: reduces IL-6 driven STAT3 reporter signal | U3A cells, IL-6 STAT3-luciferase reporter, luminescence; host cell line lacks STAT1 | inhibition, % at 5.5 µM | 0.89% of 190,000 active;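 active = inhibition above the mean inhibition across all screened compounds plus 3 SD, cut at about 44% in these data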;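 note: 0% = DMSO only wells and 100% = 100 µM nifuroxazide control wells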
APP transl inh: APP translation inhibition. inhibition, % at 2 µM. SH-SY5Y APP 5'UTR-luciferase reporter, luminescence. 0.82% of 190,000 active;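 active = inhibition above a set limit, derived from the sample mean plus 3 SD, cut at about 45% in these data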; note: values of inactives mirror those of a sister screen read the other way
STAT1 inh: STAT1 signaling inhibition. 0.35% of 200,000 active. inhibition, % at 5.5 µM. NIH 3T3 STAT1-luciferase reporter, IFN-gamma, luminescence. AID 920;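 active = inhibition above a set limit, the mean inhibition across all tested compounds plus 3 SD, cut at about 34% in these data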;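 note: 0% = IFN-gamma with DMSO and 100% = IFN-gamma with 300 µM nifuroxazide; values of inactives mirror those of a sister screen read the other way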
G6PDH counter: inhibits Leuconostoc G6PDH, flagging false hits in G6PDH-based assays. 0.12% of 200,000 active. Purified L. mesenteroides G6PDH, diaphorase/resazurin coupled fluorescence, 45 min. inhibition, % at 5 µM; in the data active = inhibition above about 50%
STAT1 act: increases IFN-gamma driven STAT1 reporter signal. NIH 3T3 STAT1-luciferase reporter, luminescence; 100% = IFN-gamma alone, no compound. activation (% of control), % at 5.5 µM. 2.6% of 200,000 active;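 active = activation above the screen-wide mean activation plus 3 SD, cut at about 130% in these data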;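 note: raw ratio to IFN-gamma control signal so 100% means no change and 0% no light; values of inactives mirror those of a sister screen read the other way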
Numbers without * were called inactive; . = not tested or not shown.

SMILES	Diaphorase inh	Diaph act CS	STAT3 act	Hsp70 act	TLR4-MyD88 BLA	STAT3 blocker	APP transl inh	STAT1 inh	G6PDH counter	STAT1 act
C=CCc1cccc2cc(C(=O)O)c(=O)oc12	7	0.9	116	-0.4	0	-12	13	2	3	98
COc1ccc(OC)c(/C=C/C(=O)OCC(=O)Nc2cccc(Oc3ccccc3)c2)c1	21	0.8	98	-0.4	-4	3	31	-6	-12	105
O=C(COC(=O)Cn1cnc2ccccc2c1=O)Nc1ccc2c(c1)OCO2	10	0.9	108	-0.2	-13	-7	-1	6	2	94
CC(=O)c1c(NCc2ccccc2)nc(=O)n(-c2ccccc2)c1C	9	0.9	99	-0.1	-9	7	-19	-4	3	103
Cc1cc(C(=O)N/N=C\C(Br)=C\c2ccccc2)c(C)o1	6	0.9	93	0.1	-13	13	-10	-12	-2	108
COc1ccc(N2C(=O)CCC(C(=O)Nc3cccc(C)n3)C2c2ccc(OC)c(OC)c2)cc1 (configuration not stated)	11	0.9	97	-0.2	1	7	-4	-3	13	104
O=C(Nc1nc2c(s1)CCCC2)C1COc2ccccc2O1 (configuration not stated)	13	0.9	43	-0.3	-3	73*	-147	20	-15	82
Cc1ccccc1-n1c(-c2ccoc2C)n[nH]c1=S	14	0.9	101	-0.2	-10	2	-2	3	3	98
CC(=O)CCn1cnc([N+](=O)[O-])n1	7	0.9	92	0.0	2	16	-4	1	0	97
O=C1NC(Cc2c[nH]c3ccccc23)C(=O)N1Cc1ccc(CN2C(=O)NC(Cc3c[nH]c4ccccc34)C2=O)cc1 (configuration not stated)	14	0.9	114	0.9	9	-11	-14	9	13	90
Cc1ccc(NC(=O)c2ccc(CSc3nnc(C)s3)cc2)cc1	0	1	93	0.3	0	10	-70	-26	12	123
COc1ccc(-c2nc3ccccc3s2)cc1O	22	0.8	25	-0.3	6	92*	-225	10	-5	91
C[N+]1=C(/C=C/Nc2ccccc2Cl)C(C)(C)c2ccccc21	11	0.9	102	0.0	-5	-3	1	12	-6	89
O=C(O)c1cn(-c2ccccc2)c(=O)c2ccccc12	6	0.9	117	-0.2	2	-19	10	7	-5	90
CCOCC(=O)Nc1cc(-c2cn3cccnc3n2)ccc1C	14	0.9	93	0.1	3	13	-2	7	6	93
COc1ccc(-c2oc3ccccc3c(=O)c2OC(=O)c2ccc(C)cc2)cc1	25	0.8	90	-0.2	4	14	-4	7	13	94
CCC(Oc1ccccc1)C(=O)N1CCN(c2ccccn2)CC1 (configuration not stated)	11	0.9	96	-0.1	-5	8	-6	5	-8	99
COc1ccc(C(=O)NC2CCN(C(=S)Nc3cc(C)cc(C)c3)CC2)cc1	10	0.9	100	-0.5	3	0	.	-2	16	102
COC(=O)c1ccccc1NC(=O)n1cc(C)cn1	-5	1	92	-0.3	-9	13	0	1	8	99
COCCNC(=O)c1ccc(-c2csc(C)n2)cc1	0	1	101	0.0	-4	1	-34	-19	11	116
CCc1nnc(NS(=O)(=O)c2ccc(NC(=O)/C=C/c3ccccc3Cl)cc2)s1	25	0.7	104	0.0	-12	4	-14	1	7	98
O=C(NC(=S)Nc1ccc(-c2ccc(CO)o2)cc1)c1cccs1	21	0.8	91	0.5	-11	12	-2	1	-3	98
Cc1nc2cc(-c3ccccc3)sc2c(=O)n1N	-6	1.1	13	-0.4	6	99*	26	86*	6	21
CCOc1ccc(OCC)c(NC(=O)C2CCCN2S(=O)(=O)c2cccc3cccnc23)c1 (configuration not stated)	24	0.8	99	0.0	0	9	-25	7	-3	94
Cc1noc(C(=O)N2CC3(C)CC2CC(C)(C)C3)c1Cl (configuration not stated)	20	0.8	94	0.2	-4	15	.	4	0	96
Nc1c2c(nc3ccccc13)CCC2	13	0.9	99	0.3	-8	2	14	-1	6	101
O=C1NCCCc2c1oc1cc(Br)c(O)c(Br)c21	32	0.7	99	0.0	-3	8	-2	0	-2	99
CC(=O)Nc1ccc(C(=O)NN2C(=O)c3ccccc3C2=O)cc1	5	1	92	0.6	-4	15	0	-21	6	117
CC(=O)C(Cc1ccc(Cl)nc1)(Cc1ccc(Cl)nc1)C(C)=O	5	0.9	105	-0.1	-7	-1	-6	-8	4	104
CC(=O)c1cc(-c2ccc(F)cc2)n(CCC(=O)Nc2cc(C)[nH]n2)c1C	8	0.9	99	-0.5	5	5	21	-5	5	105

Single records (already shown):
CCC(Oc1ccccc1)C(=O)N1CCN(c2ccccn2)CC1 (configuration not stated) in the list: Diaphorase inh = 11; Diaph act CS = 0.9; STAT3 act = 96; Hsp70 act = -0.1; TLR4-MyD88 BLA = -5; STAT3 blocker = 8; APP transl inh = -6; STAT1 inh = 5; G6PDH counter = -8; STAT1 act = 99
O=C(O)c1cn(-c2ccccc2)c(=O)c2ccccc12 in the list: Diaphorase inh = 6; Diaph act CS = 0.9; STAT3 act = 117; Hsp70 act = -0.2; TLR4-MyD88 BLA = 2; STAT3 blocker = -19; APP transl inh = 10; STAT1 inh = 7; G6PDH counter = -5; STAT1 act = 90

The listing continues:
SMILES	Diaphorase inh	Diaph act CS	STAT3 act	Hsp70 act	TLR4-MyD88 BLA	STAT3 blocker	APP transl inh	STAT1 inh	G6PDH counter	STAT1 act
N#CC1=C(N)NC(SCC(=O)Nc2ccccc2)=C(C#N)C12CCCCC2	18	0.8	90	-0.4	-8	16	-11	3	6	98
O=C(COC(=O)C1CCN(S(=O)(=O)c2cc([N+](=O)[O-])ccc2Cl)CC1)Nc1ncc(Cl)cc1Cl	4	1	115	0.0	-10	-12	8	8	6	92
COCC(C)n1c(C)cc(C(=O)CN2C(=O)NC3(CCCCC3C)C2=O)c1C (configuration not stated)	2	1	102	0.8	-11	1	14	-4	4	103
N#Cc1c2n(c(=S)n(-c3ccccn3)c1=O)CCCCC2	16	0.8	114	0.4	9	-13	-35	2	-24	98
CC(C)Cn1c(-c2csc3ccccc23)n[nH]c1=S	14	0.9	97	-0.1	-13	8	17	-6	-4	106
Cc1nc2nc(C)c(CCC(=O)NCCC3=CCCCC3)c(C)n2n1	12	0.9	101	-0.1	9	3	-4	0	0	100
CCCn1c(SCC(=O)Nc2nnc(-c3ccccc3)s2)nnc1-c1ccccn1	7	0.9	100	0.0	4	2	-1	-1	-40	99
CCn1c(COc2ccccc2)nnc1SCC(=O)Nc1cc(OC)ccc1OC	3	1	98	-0.4	8	6	-5	7	5	93
CN(C(=O)COC(=O)COc1ccc(Cl)cc1)C1CCCCC1	17	0.8	107	-0.3	-3	-2	7	0	4	100
CCCn1c2ccccc2c2nnc(SCC(=O)Nc3cc(C)on3)nc21	2	1	103	-0.4	3	4	-10	2	6	98
Cc1ccc(S/C=C\C(=O)c2ccccc2)cc1	1	1	111	0.1	0	-7	-144	5	-5	96
O=C(NC(c1ccccc1)c1ccccc1)N1CCN(CCO)CC1	7	0.9	96	-0.1	-5	10	3	-1	2	100
Cc1ccc2nc(C(Cl)(Cl)Cl)nc(N/N=C/c3ccncc3)c2c1	-8	1.1	95	-0.2	-14	15	1	2	1	96
c1ccc(Cc2nn3c(Cn4cnc5ccccc54)nnc3s2)cc1	17	0.8	80	-0.4	-18	27	12	13	27	88
CC(=O)NCC(=O)OCC(=O)c1ccc(C)cc1	8	0.9	104	-0.2	3	2	.	-6	6	105
CCN(CCn1cccn1)Cc1c(C(=O)N2CCCCCCC2)nc2ccc(Cl)cn12	10	0.9	103	-0.2	2	4	3	2	7	96
Cc1cccc(-n2nnc3c(=O)n(Cc4ccccn4)cnc32)c1	11	0.9	101	-0.4	-4	5	-3	-6	6	104
OCCC1CN(Cc2cccc3nccnc23)CCN1C1CCCC1 (configuration not stated)	-6	1.1	110	0.5	4	-6	-2	0	11	99
CCOC(=O)c1cc(CC)sc1NC(=O)C(c1ccccc1)c1ccccc1	12	0.9	103	-0.3	-1	1	-15	3	0	98
Cc1ccc(-n2c(SCc3nc4ccccc4c(=O)[nH]3)nnc2-c2ccccc2O)cc1	7	0.9	101	-0.4	-9	0	8	2	-24	98
CC(=O)NC1(C(F)(F)F)C(=O)Nc2c1c(=O)[nH]c(=O)n2Cc1ccco1 (configuration not stated)	-1	1	101	-0.2	4	0	13	-2	5	102
OCC(O)C(O)C(O)C(O)c1nc2ccccc2[nH]1 (configuration not stated)	1	1	102	0.2	9	2	2	-8	8	104
COc1cc(NC(=O)c2ccccc2[N+](=O)[O-])c(C(=O)O)cc1OC	9	0.9	101	-0.2	-19	7	-6	-1	-2	99
Cc1cc(O)c(Oc2cc(C)cc(O)c2O)c(O)c1	71*	0.3	.	0.0	-13	.	15	1	39	98
O=C(c1ccccc1)N1CCN(C(=O)c2ccc([N+](=O)[O-])cc2)CC1	-5	1	101	0.0	-3	-2	-16	-1	9	100
CC(NC(=O)c1ccc2c(c1)OCO2)C1CCCO1 (configuration not stated)	7	0.9	97	-0.3	-14	10	6	7	-3	94
CCOC(=O)N1CCN(C(=O)c2ccc(C#CC3(O)CCCCC3)cc2)CC1	10	0.9	88	-0.4	11	18	-7	6	0	94
O=C(CN1CCN(C(=S)NC2CCCC2)CC1)Nc1ccc(Oc2ccccc2)cc1	18	0.8	93	-0.4	-1	4	1	11	-28	90
Cc1ccc(C(=O)NCC(=O)OCC(=O)Nc2ccccc2[N+](=O)[O-])cc1	7	0.9	107	-0.4	5	-11	2	-7	14	109
CNc1nccc(-c2ccc(F)cc2)c1C#N	-3	1	101	-0.3	-11	1	6	1	13	99
CC(=O)Nc1ccc(C(=O)NNC(=O)c2cccs2)cc1	1	1	98	-0.3	-11	-1	13	14	-7	88
O=C(N/N=C/C=C/c1ccccc1)c1ccc(Br)cc1	-7	1.1	96	-0.3	4	10	-3	6	-2	95
C#CCOCCOCCOCCNc1nc(N2CCN(C(=O)[C@H]([C@@H](C)CC)n3cc(CCCN=C(N)N)nn3)CC2)nc(N2CCN(C(=O)[C@H](Cc3ccc(O)cc3)n3cc(CCO)nn3)CC2)n1	-13	1.1	105	-0.4	0	-9	-1	-1	10	101
COc1ccc(NC(=O)C(CCCCNC(=O)OC(C)(C)C)NC(=O)OCc2ccccc2)cc1 (configuration not stated)	4	1	99	-0.2	1	1	5	8	-3	93
Cc1ccc(CNC(=O)C2CCN(S(=O)(=O)c3cccs3)CC2)o1	11	0.9	103	0.1	-3	1	0	2	0	98
COc1ccc(-c2nn(C)c(=O)c3ccccc23)cc1CNC(=O)NC1CCCCC1	-11	1.1	99	-0.1	13	6	3	19	-1	82

Screening data (PubChem)

Compounds as they come, and some 6.1% of all compounds hit somewhere here.
